Cav3 T inh – inhibitors of human Cav3.2 T-type calcium channel. O95180. 100,000 tested, 4% active. Cav3.2-expressing cells, Fluo-4 calcium fluorescence FDSS; active compounds read low. B-score at 10 µM;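 active = single-dose well whose peak fluorescence ratio is a statistical outlier from its plate by either plate-standardised score or position-corrected B-score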
An asterisk follows results filed as active. This is a subset (hit frequency here may not be typical).

SMILES	Cav3 T inh
Cc1cc(NC(=O)CCC(=O)N(CC(=O)NCC2CCCO2)c2ccc3c(c2)OCCO3)no1 (stereo not given)	-0.052
O=C(c1ccc(Br)o1)N1CCN=C1SCc1cccnc1	1.3
Cc1ccc(OCC(=O)N2CCCCC2)c(Br)c1	0.35
CCN(CC)c1nc2n(c(=O)n1)CCO2	-0.037
O=C(Cc1cccs1)OCC(=O)c1ccco1	-0.072
COC(=O)[C@@H]1C[C@H]2CC[C@H](O)C[C@H]2N1Cc1ccc(C(F)(F)F)cc1	-0.14
CN(C)C(=O)Nc1cnc2ccccc2c1	0.62
Cn1c(=O)n(C)c2cc(S(=O)(=O)NCc3ccco3)ccc21	-0.022
CCCCNc1oc(-c2cccs2)nc1S(=O)(=O)c1ccccc1	-3.3*
N/C(=N\OC(=O)Cc1ccc(-c2ccccc2)cc1)c1ccccn1	-0.34
COC(=O)c1sc(N2C(=O)C(O)=C(C(=O)c3ccc(C)o3)C2c2ccc(F)cc2)nc1C (stereo not given)	-4.9*
Cc1cc(C)n2c(SCCN3C(=O)c4ccccc4C3=O)nnc2n1	0.97
Cc1ccc(Cl)c2c1NC(=O)C2(O)CC(=O)c1ccccc1O (stereo not given)	-1.1
Cc1sc(NC(=O)c2oc3ccccc3c2C)c(C#N)c1C	-0.076
COCCn1c(SCC(N)=O)nnc1-c1c[nH]c2ccccc12	0.54
COc1ccccc1-c1coc2cc(O)cc(O)c2c1=O	0.5
N=C1C(c2nc3ccccc3c(=O)[nH]2)=C(O)CN1c1ccccc1	-1.5
CCOC(=O)c1c(-c2cccs2)csc1NC(=O)CN(CC)CC	-4.5
C#CCOCCOCCOCCNc1nc(N2CCN(C(=O)[C@H](CCC(=O)O)n3cc(C(N)[C@H](C)CC)nn3)CC2)nc(N2CCN(C(=O)[C@H](CCC(=O)O)n3cc(C(N)[C@H](C)CC)nn3)CC2)n1 (stereo not given in full)	0.14
CCC(C)(C)n1nnnc1C(c1cc2cc(OC)ccc2[nH]c1=O)N1CCc2ccccc21 (stereo not given)	-1.4
C=CCN1C(=O)C(Cc2ccc(Br)cc2)S/C1=N\N=C\c1ccco1 (stereo not given)	0.73
Cc1ccc(S(=O)(=O)c2cccc(S(=O)(=O)N3CCCC3)c2)cc1S(=O)(=O)N1CCCC1	-0.3
Oc1oc(-c2ccccc2)nc1C=NCc1ccccc1	-1.3
COc1ccc(S(=O)(=O)NC(C)C(=O)Nc2ccccc2F)cc1 (stereo not given)	0.28
O=C1CC(SCc2nc3ccccc3[nH]2)C(=O)N1c1cccc(Cl)c1 (stereo not given)	-2.1
Cc1ccc(S(=O)(=O)N(CC(=O)Nc2cccc([N+](=O)[O-])c2)C2CCCCC2)cc1	0.027
N#Cc1c(NC(=O)CCCN2C(=O)c3ccccc3C2=O)oc(-c2ccccc2)c1-c1ccccc1	-0.41
CC1CCCCC1NC(=O)CN1C(=O)NC(C)(c2ccc(OC(F)F)cc2)C1=O (stereo not given)	-1.6
O=C(Cc1ccccc1)Nc1nc2ccccc2[nH]1	0.14
COc1cccc(/C=N/n2c(N)c(S(=O)(=O)c3cccs3)c3nc4ccccc4nc32)c1	-1
CCCOc1ccc(C(=O)C(CN2CCOCC2)c2ccccc2)cc1 (stereo not given)	-1.2
COCCCN=CC1=C(O)CC(C)(C)CC1=O	0.06
COC(=O)C1N[C@@H]([C@@H](NC(=O)COc2ccccc2)C(=O)NC2CC2)SC1(C)C (stereo not given in full)	1
CCOC(=O)c1c(CC(C)C)csc1NC(C)=O	-0.87
CCOc1ccccc1NC(=O)C1C2C=CC(O2)C1C(=O)O (stereo not given)	0.75
CCCCCc1cc(=O)oc2c(C(CCN3CCCC(C)C3)c3ccc(OC)cc3)c(OC)cc(OC)c12 (stereo not given)	-2.7
Cc1ccc(N(C(=O)Cn2nnc3ccccc32)C(C(=O)NCc2ccco2)c2ccc(C)o2)cc1 (stereo not given)	-4.3*
O=C(c1ccncc1)N1CCN(c2ccc(F)cc2)CC1	0.76
CCCc1nnc(SCC(=O)Nc2ccc(OC)cc2)n1N	-0.19
CC1CCc2nn(CC(=O)NCCN3CCCCC3C)cc2C1 (stereo not given)	0.68
c1ccc(-c2csc3ncn4nnnc4c23)cc1	0.11
O=C(CCN1C(=O)c2ccccc2C1=O)N1CCN(C2c3ccccc3-c3ccccc32)CC1	-4.2
CC(=O)c1cccc(NC(=O)N2CCCC2C(=O)NCCC(C)C)c1 (stereo not given)	0.45
COC(=O)C1=C(C)NC(=O)/C1=C\c1cc(C)n(-c2cc(C)cc(C)c2)c1C	-1.7
CC[C@H](C)[C@@H]1NC(=O)c2cc([N+](=O)[O-])cc(F)c2NCCCC[C@@H](C(N)=O)NC(=O)[C@H](CCCCN)NC1=O	0.44
C=C(C)Cn1c(SCC(=O)O)nnc1-c1ccc(C(C)(C)C)cc1	2.4
CCCOc1ccc(CCc2n[nH]c(=S)n2Cc2ccccc2)cc1	0.25
Nc1nc(SCC(=O)N2CCCCCC2)[nH]c(=O)c1NC(=O)c1ccco1	0.078
COc1cc2cc(C(c3nnnn3C3CCCC3)N3CCCCC3)c(=O)[nH]c2cc1OC (stereo not given)	0.1
O=C(NCCN1C(=O)C2C3C=CC(C3)C2C1=O)N1CCOCC1 (stereo not given)	0.23
Cc1ccccc1Nc1nc(-c2sc(NC(=O)c3ccc([N+](=O)[O-])cc3)nc2C)cs1	-0.34
NC(=O)c1c(NC(=O)CSc2nnc(-c3ccccc3)n2CC2CCCO2)sc2c1CCC2 (stereo not given)	0.38
CCn1c(COc2cccc(OC)c2)nnc1SCC(=O)Nc1cccc(OC)c1	-2.3
CCOC(=O)c1c(NC(=O)CSc2nnc3c(n2)[nH]c2ccccc23)sc2c1CCN(C)C2	0.82
Cc1ccc(OCC(=O)Nc2cccc(-c3nnc(-c4ccccc4)o3)c2)c(C)c1	-0.84
CC(=O)C(Sc1ccc2nnc(-c3ccc(C)cc3)n2n1)C(C)=O	2.9
Cc1c(C=O)c2ccccn2c1C(=O)c1ccccc1	-0.79
O=C(Nc1ccccc1Sc1ccccc1)C1CCCO1 (stereo not given)	0.033
Cc1ccc(-c2cc(C(=O)N3CCN(c4ccc(F)cc4)CC3)c3ccccc3n2)o1	-1.6
Cc1cc(Nc2ccc(F)cc2F)n2nc(C)nc2n1	0.048

(list continues)
SMILES	Cav3 T inh
O=Cc1ccc2noc(-c3ccc(F)cc3)c2c1	-2.4
Brc1ccc2c(c1)CNc1c(ncnc1N1CCOCC1)O2	1.2
CSc1ccc(-c2nc(CSCC(=O)N3CCOCC3)c(C)o2)cc1	1.3
CCSc1nc(-c2ccc(OC)cc2)n(-c2nc3ccccc3s2)n1	-2.8
Cc1cnc(C(=O)Nc2nnc(C(C)C)s2)cn1	0.41
CCc1ccc(Nc2nnc(SCn3nnc4ccccc4c3=O)s2)cc1	-2
Cc1cccc(-n2ncc3c(NC4CCCCC4)ncnc32)c1	-1.5
CCC(CC)C(=O)NCc1ccccc1OC	-0.96
CC(C)C[C@H](NC(=O)c1nc[nH]c1C(=O)N[C@@H](CCCCNC(=O)OC(C)(C)C)C(=O)OC(C)(C)C)C(=O)OC(C)(C)C	-3.9
C/C(CC(=O)Nc1ccc(OCc2ccccc2)cc1)=N\NC(=O)C(=O)Nc1ccccc1C	0.23
C[C@@H]1C=C(C(=O)O)O[C@H](OCc2ccc(CO)cc2)C1	0.84
c1ccc2[nH]c(SCc3ccc(-c4nnco4)cc3)nc2c1	0.64
Cc1ccc2c(C)nc(Nc3ncc4c(n3)CCCC4=O)nc2c1	0.018
Cc1ccc(C(C(=O)NC2CCCC2)N(Cc2cccs2)C(=O)c2csnn2)o1 (stereo not given)	0.33
CC(C)N1C(=O)C2C(C(=O)NC3CCCCC3)C3C=CC2(O3)C1C(=O)NC1CCCC1 (stereo not given)	-0.0067
O=C(O)CN(c1ccccc1)C1SC(=O)NC1=O (stereo not given)	0.94
Cc1sc2nc(C3CC3)nc(SCC(=O)N3c4ccccc4CC3C)c2c1C (stereo not given)	-3.1
COc1cccc(-n2nnc3c(=O)n(Cc4ccccc4Cl)cnc32)c1	0.08
O=C(c1cc(Cl)nc2ccccc12)N1CCCCC1	0.027
Cc1cccc(Cn2nnc3c2C(=O)c2ccccc2C3=O)c1	0.29
COc1cc(/C=N/NC(=O)c2cncc(Br)c2)ccc1OC(=O)c1ccc2c(c1)OCO2	0.0076
Cc1nn(-c2ccccc2)c(C)c1C(=O)Nc1nnc(-c2ccco2)o1	-0.33
COC(=O)c1c(-c2cccs2)csc1NC(=O)CSc1ncnc2sc(C)c(C)c12	-0.98
Cc1ccc(SC(C)C(=O)Nc2c(C)n(C)n(-c3ccccc3)c2=O)cc1 (stereo not given)	0.31
CC1=C(C(=O)OC(C)C)C(c2cccc(F)c2)n2ncnc2N1 (stereo not given)	0.041
c1cc(N2CCCC2)ccc1C(c1nnnn1C1CCCCC1)N1CCOCC1 (stereo not given)	-0.86
O=C(CCS(=O)(=O)c1cccs1)Nc1ccc(C(=O)NCc2cccs2)cc1	0.014
CC1(C)CCCC2=C1CC1C(=O)N(Cc3cccnc3)C(=O)C1C2 (stereo not given)	0.63
CCOC(=O)C(NCc1ccc2c(c1)OCO2)(NC(=O)c1ccccc1)C(F)(F)F (stereo not given)	-1
O=C(Cn1cccc1)NC1CCCCCC1	0.87
Cc1cccc(C(=O)N(C)c2nnc(-c3ccncc3)s2)c1	1.2
O=C(CC1NC(=O)NC1=O)Nc1ccc(Cl)cc1 (stereo not given)	0.65
CCCN1CCC(=O)N([C@H](CSc2ccc(OC)cc2)c2ccccc2)CC1	1.3
OCc1cn(-c2ccccc2)nc1-c1ccc2c(c1)OCCO2	0.27
O=C1CCc2cc(S(=O)(=O)N3CCCC3C(=O)N3CCN(c4ccccc4F)CC3)ccc2N1 (stereo not given)	1.5
Cc1ccc(OCC(=O)Nc2ccc([N+](=O)[O-])cn2)cc1C	0.1
Cc1ccc(NC(=O)CC2COc3ccccc3O2)cc1 (stereo not given)	-3.4
CCN(CC)c1ccc(N=Cc2ccc(N(CC)CC)cc2O)cc1	-1.5
CCC(C)NC(=O)C1CCCN(C(=O)Nc2ccc(F)cc2)C1 (stereo not given)	0.12
O=C(CS(=O)(=O)c1ccc(Cl)c(Cl)c1)Nc1ccccc1Cl	-0.58
C(=N\n1cnnc1)/c1cccc2ccccc12	0.55
CCc1nc(C)cn1S(=O)(=O)c1cc(C)c(OC)cc1C	-3.8*
C/C(Cl)=C\Cn1c(Nc2ccc(C)cc2)nc2c1c(=O)n(C)c(=O)n2C	-0.0089
CCN(CC(=O)NC1CCS(=O)(=O)C1)c1nc(-c2cccnc2)nc2ccccc12 (stereo not given)	0.93
CCc1ccc2c(c1)cc(CN(C(=S)Nc1ccc(Cl)cc1)C1CC1)c1nnnn12	-0.7
N#Cc1ccccc1NC(=O)CSc1nnc(-c2ccccc2O)n1-c1ccccc1	-0.7
O=C(Cn1c(=O)sc2ccccc21)Nc1ccc2c(c1)OCCO2	0.67
C1=C2C[N+]3(CCCC3)CC2Cc2ccc3ccccc3c21 (stereo not given)	0.15

A draw from above in order of molar mass, descending.
SMILES	Cav3 T inh
O=C1CCc2cc(S(=O)(=O)N3CCCC3C(=O)N3CCN(c4ccccc4F)CC3)ccc2N1 (stereo not given)	1.5
CCc1ccc2c(c1)cc(CN(C(=S)Nc1ccc(Cl)cc1)C1CC1)c1nnnn12	-0.7
N#Cc1ccccc1NC(=O)CSc1nnc(-c2ccccc2O)n1-c1ccccc1	-0.7
CCN(CC(=O)NC1CCS(=O)(=O)C1)c1nc(-c2cccnc2)nc2ccccc12 (stereo not given)	0.93
O=C(CS(=O)(=O)c1ccc(Cl)c(Cl)c1)Nc1ccccc1Cl	-0.58
C/C(Cl)=C\Cn1c(Nc2ccc(C)cc2)nc2c1c(=O)n(C)c(=O)n2C	-0.0089
CCN(CC)c1ccc(N=Cc2ccc(N(CC)CC)cc2O)cc1	-1.5
CCC(C)NC(=O)C1CCCN(C(=O)Nc2ccc(F)cc2)C1 (stereo not given)	0.12
Cc1cccc(C(=O)N(C)c2nnc(-c3ccncc3)s2)c1	1.2
OCc1cn(-c2ccccc2)nc1-c1ccc2c(c1)OCCO2	0.27
Cc1ccc(OCC(=O)Nc2ccc([N+](=O)[O-])cn2)cc1C	0.1
Cc1ccc(NC(=O)CC2COc3ccccc3O2)cc1 (stereo not given)	-3.4
C1=C2C[N+]3(CCCC3)CC2Cc2ccc3ccccc3c21 (stereo not given)	0.15
O=C(CC1NC(=O)NC1=O)Nc1ccc(Cl)cc1 (stereo not given)	0.65
C(=N\n1cnnc1)/c1cccc2ccccc12	0.55

Later entries.
SMILES	Cav3 T inh
N#Cc1c(N)nc2c(c1-c1ccc3c(c1)OCO3)CCCCCC2	-1.5
CC(C)NC(=O)c1ccccc1NC(=O)Cc1ccc(Cl)cc1	-0.5
CCOc1cccc(=O)c2c(C)n(CC3CCCO3)c(C)c12 (stereo not given)	-0.42
Nc1ccc(NC(=O)c2ccccc2)c2c1C(=O)c1ccccc1C2=O	-0.083
Cc1ccc(NS(=O)(=O)c2ccc(OCC(=O)N3CCOCC3)cc2)cc1	0.34
Cc1ccc(C)n1-c1ccc(N2CCOCC2)cc1	-0.46
CC(C)c1ccc(CN(C(=O)C2COc3ccccc3O2)C2CCS(=O)(=O)C2)cc1 (stereo not given)	-4.4*
CCCCOc1ccc(S(=O)(=O)Nc2cccnc2)cc1	-1.4
Cc1ccc(OCc2nnc(SCC(=O)C(C)(C)C)n2Cc2ccco2)cc1	-3.7
COC(=O)c1nn(-c2ccc(Cl)cc2)c(=O)cc1Sc1ccccn1	0.2
Cc1csc2nc(CNC(=O)C3CCCCC3)cn12	0.48
Cc1ccc(OS(=O)Nc2cccc3nccnc23)cc1 (stereo not given)	-0.095
CC(C(=O)N1CCCCC1)n1ncn2cccc2c1=O (stereo not given)	0.058
CCOc1nc(-c2ccc(Cl)cc2Cl)ccc1C#N	-0.5
CCOc1ccc(S(=O)(=O)N(CCO)CCO)cc1-c1nc2c(C(C)(C)C)nn(C)c2c(=O)[nH]1	0.78

Screens deposited in PubChem by Vanderbilt High Throughput Screening Facility.
